ABHD5 PLIN5 PPI: ABHD5-PLIN5 interaction inhibitors, primary screen, cell lysate, split luciferase complementation, luminescence; inhibition, % at 4 µM; AID 602281, 2012; Perilipin-5 (Homo sapiens) + 1-acylglycerol-3-phosphate O-acyltransferase ABHD5 (Homo …; hit rate 0.78% among 360,000; Split G. princeps luciferase complementation, 4 h;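 active = inhibition above the mean inhibition across every tested compound plus 3 SD, cut at about 22% in these data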;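 also: 0% = DMSO only wells and the 100% control is not disclosed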
m5-HT2A agonist: mouse Htr2a agonists via beta-arrestin recruitment, primary screen, cell-based, luminescence | CHO-K1 mHTR2A beta-arrestin complementation; percent of 30 µM serotonin response | activation, % at 7.6 µM | hit rate 0.66% among 360,000 | AID 624169, 2012;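 active = activation above a run cutoff, the mean activation of all tested compounds plus 3 SD, cut at about 14% in these data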;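 also: 0% = plate median of compound wells and 100% = 30 µM serotonin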
Target sequence (P35363 whole entry, looked up): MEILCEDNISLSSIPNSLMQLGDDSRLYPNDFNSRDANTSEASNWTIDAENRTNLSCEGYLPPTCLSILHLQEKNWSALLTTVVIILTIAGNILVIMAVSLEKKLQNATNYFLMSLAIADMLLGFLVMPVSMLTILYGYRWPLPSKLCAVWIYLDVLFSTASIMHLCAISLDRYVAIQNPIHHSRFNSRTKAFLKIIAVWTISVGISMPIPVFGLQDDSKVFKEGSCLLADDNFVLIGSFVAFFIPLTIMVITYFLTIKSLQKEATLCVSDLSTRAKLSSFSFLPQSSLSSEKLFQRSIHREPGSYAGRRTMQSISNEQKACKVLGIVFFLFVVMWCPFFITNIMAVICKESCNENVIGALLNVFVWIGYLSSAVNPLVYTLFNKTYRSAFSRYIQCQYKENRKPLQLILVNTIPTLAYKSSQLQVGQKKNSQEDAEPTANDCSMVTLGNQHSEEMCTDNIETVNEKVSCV
PDI turbidity: inhibitors of human PDI, primary screen, biochemical, turbidity, single point, plate reader. PDI insulin aggregation turbidity, A650, 90 min. AID 588391, 2011. inhibition, % at 10 µM. Protein disulfide-isomerase (Homo sapiens), P07237. hit rate 0.052% among 350,000;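 active = mean inhibition across replicates of 30% or more, whatever share of single replicates reach that level; inconclusive = mean inhibition below 30% while every single replicate reaches 30%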;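 also: absorbance from insulin aggregation driven by PDI reduction with DTT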
Cardio protect: cardioprotection against H2O2-induced cell death, primary screen, uHTS, H9c2 cells, ATPLite luminescence | AID 588492, 2011 | H9c2 cardiomyocytes, H2O2 injury protection, 2 h | protection from H2O2 cell death, % at 20 µM | hit rate 0.63% among 360,000;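 active = compounds giving at least 50% protection of heart cells from peroxide-induced death in the single-dose screen, raw or plate-pattern-corrected value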;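 also: 0% = DMSO wells with peroxide and 100% = DMSO wells without peroxide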
MC4R ag barr: MC4R agonists recruiting beta-arrestin, primary screen, cell-based, luminescence, agonist arm of biased-ligand search. U2OS MC4R beta-arrestin complementation; percent of melanotan II response, DMSO zero. activation, % at 8.9 µM. Melanocortin receptor 4 (Homo sapiens), P32245. hit rate 0.98% among 360,000;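 active = activation above a per-plate cutoff, the mean activation of sample wells on that plate plus 3 SD, cut at about 8% in these data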
Target sequence (P32245 whole entry, looked up): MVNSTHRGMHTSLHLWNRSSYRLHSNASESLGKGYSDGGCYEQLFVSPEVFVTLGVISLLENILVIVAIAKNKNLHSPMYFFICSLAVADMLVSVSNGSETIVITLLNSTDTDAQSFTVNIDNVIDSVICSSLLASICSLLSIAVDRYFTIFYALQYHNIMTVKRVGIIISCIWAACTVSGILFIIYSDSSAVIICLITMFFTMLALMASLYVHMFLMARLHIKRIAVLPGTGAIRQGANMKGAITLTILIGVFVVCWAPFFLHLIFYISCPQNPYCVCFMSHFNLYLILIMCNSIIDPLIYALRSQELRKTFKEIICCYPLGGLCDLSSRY
Glyco luc inh: increase of ERlucT glycosylation luciferase signal, primary screen, N-linked glycosylation inhibitor project, D54 ERlucT cells, luminescence, set 2; D54 ERlucT glycosylation luciferase reporter, 24 h; percent of 100 nM tunicamycin response; reporter increase, % at 12.5 µM; hit rate 0.23% among 360,000;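 active = mean luciferase reporter signal, scaled so untreated is 0 and the glycosylation-blocking control 100, at or above a set limit in every replicate; inconclusive = mean reaches the limit but not every replicate does; inactive = mean below the limit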;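 also: luciferase carries N-glycosylation sites so blocking glycosylation raises the light; 0% = median of neutral control wells and 100% = median of 100 nM tunicamycin wells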
CaV13 FRET inh: Primary screen for inhibitors of IQ motif and Ca2+-dependent inactivation inhibitor domain binding in CACNA1D, Förster resonance energy transfer in living cells, … | HEK cells, CFP/YFP FRET ICDI-IQ, plate reader, 10 min; percent FRET-ratio fall versus neutral wells | inhibition, % at 12.3 µM | hit rate 0.098% among 340,000 | AID 743397;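 active = mean replicate inhibition of at least 30% and at least 1% of replicates passing that level; inconclusive = only one of the two criteria is met; inactive = neither criterion is met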;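 also: 0% = median of the neutral control wells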
MC4R antagonist: MC4R antagonists of cAMP signaling, primary screen, cell-based, TR-FRET, antagonist arm of biased-ligand search | Melanocortin receptor 4 (Homo sapiens), P32245 | MC4R-expressing cells, MTII-stimulated cAMP, LANCE TR-FRET | inhibition, % at 6.5 µM | hit rate 0.48% among 360,000 | AID 540295, 2011;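 active = inhibition above its plate's cutoff, the mean of tested wells on that plate plus 3 SD, cut at about 29% in these data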;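 also: 0% = Melanotan II alone and 100% = Melanotan II plus saturating MCL0020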
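Material: human MC4R-expressing U2OS cells. Probe or stimulus: Melanotan II challenge. Dosing: 6.5 µM single dose. Times: 30-min compound, 1-h challenge, 1-h detection, room temperature. Technique: TR-FRET with Eu-cAMP and labeled anti-cAMP, 671 nm. Replication: singlicate.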
Granule exo inh: LAMP-1 surface exposure blockers, TALL-104 cells – cell-based, flow cytometry, MLPCN library, primary screen. TALL-104 LAMP-1 surface exposure; cells stimulated with thapsigargin and PMA. inhibition, % at 10 µM. hit rate 0.66% among 360,000. AID 651702, 2012;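 active = inhibition above about 55%, limit read from the data; inconclusive = no clear call, values can overlap the other calls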
ABCB6 inh MLPCN: ABCB6 transporter inhibitors, primary screen, K562-ABCB6 cells, flow cytometry, MLPCN library; ATP-binding cassette sub-family B member 6 (Homo sapiens), Q9NP58; K562-ABCB6 porphyrin accumulation, 1 h; active compounds read low; fluorescence ratio to DMSO, % at 10 µM; hit rate 0.19% among 360,000; AID 602162, 2011;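 active = fluorescence ratio to DMSO below 75%, the collection mean minus 3 SD; inconclusive = too few cells collected in the well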;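 also: signal is porphyrin accumulated inside mitochondria; 100% equals median channel fluorescence of DMSO control wells; lower ratio means ABCB6 inhibition with less porphyrin fluorescence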
* marks the source's active call; other numbers are inactive results; ? = inconclusive; / = not tested or not shown.

The line under a structure holds: ABHD5 PLIN5 PPI | m5-HT2A agonist | PDI turbidity | Cardio protect | MC4R ag barr | Glyco luc inh | CaV13 FRET inh | MC4R antagonist | Granule exo inh | ABCB6 inh MLPCN
> COCCN(Cc1ccccc1)C(=O)c1cccc(S(=O)(=O)N2CCCc3ccccc32)c1
→ 8 | -8 | 3 | -4 | 1.7 | -2 | -6 | -1 | 2 | 96
> C#CCNC(=O)C[C@@H]1C[C@@]2(C(=O)OC)CCCCC=C2N(Cc2ccco2)C1=O
→ 3 | 8 | / | / | / | / | -5 | / | -5 | 97
> Cc1nnc2n1N=C(c1ccccc1)CS2
→ 1 | 3 | -5 | -4 | 1.8 | 1 | -18 | 16 | 1 | 99
> CCOc1ccccc1C(=O)N/N=C/c1ccoc1
→ -3 | -3 | -13 | 5 | -2.6 | 3 | / | -7 | 0 | 101
> COC(=O)C1(C)NC(c2ccc(C)cc2)C2C(=O)N(c3ccc(F)cc3)C(=O)C21 (configuration not stated)
→ 5 | -2 | -5 | -2 | 1.0 | 0 | -6 | 14 | -6 | 101
> COc1ccccc1CNC(=O)COC(=O)/C=C/c1ccc2c(c1)OCO2
→ 0 | -1 | -3 | -4 | 1.1 | 1 | -13 | 11 | -5 | 99
> CC(=O)N1CCOc2ccc(S(=O)(=O)NCc3ccccc3Cl)cc21
→ -5 | -13 | -7 | -4 | -3.6 | -1 | -3 | 1 | -2 | 100
> O=C(CN1C(=O)NC2(CCCCC2)C1=O)Nc1ccc2c(c1)OCCCO2
→ 2 | 1 | -13 | -5 | -0.3 | 0 | -2 | -2 | 8 | 95
> C=CCNC(=O)c1sc(-c2ccccc2)nc1C
→ 3 | 5 | -4 | 4 | 3.4 | 3 | -4 | 1 | 6 | 99
> CC1Cc2ccccc2N1C(=O)c1ccc(N2CCCCC2)c([N+](=O)[O-])c1 (configuration not stated)
→ -4 | -1 | -4 | -1 | -0.4 | 1 | -5 | 14 | ? | 97
> Cc1cc(Cl)ccc1Oc1cccc(C(=O)/C(C#N)=C/N(C)C)c1
→ 2 | 0 | 1 | -12 | -1.6 | 1 | -6 | 6 | -2 | 105
> Cc1cc(C(=O)Cn2nc(C(=O)O)c3ccccc3c2=O)c(C)n1-c1ccccc1
→ -4 | -9 | -9 | -23 | 7.0 | -11 | 0 | 2 | 0 | 96
> Cc1noc(C)c1S(=O)(=O)N1CCC(C(=O)N2CCN(c3ccccc3Cl)CC2)CC1
→ 8 | 0 | 0 | -3 | -0.1 | -3 | / | -3 | 2 | 100
> COc1cc(C(c2c(C)[nH][nH]c2=O)c2c(C)[nH][nH]c2=O)ccc1OC(C)C
→ 2 | 6 | 4 | -1 | -0.3 | 12 | / | 10 | 1 | 101
> COCCn1cnc2c1c(=O)n(Cc1cc(C(C)=O)ccc1OC)c(=O)n2Cc1ccccc1
→ 1 | -4 | 9 | 5 | -1.1 | 0 | -5 | 14 | -3 | 102
> O=C(Nc1ccc(/C=C/c2nc3ccccc3o2)cc1)c1ccc(F)cc1
→ -3 | 0 | -4 | -16 | 0.8 | 1 | / | 2 | 0 | 112
> CC(C)N1CC(COc2ccccc2Cl)OC1=O (configuration not stated)
→ 6 | -5 | -1 | 2 | 0.6 | 2 | 6 | 2 | -4 | 97
> O=C(CN1CCN(Cc2ccc(F)cc2)CC1)Nc1nc2ccccc2s1
→ 1 | -1 | -6 | -3 | 0.4 | -2 | -20 | 0 | 13 | 98
> C=CCn1c(Cc2ccccc2)n[nH]c1=S
→ -3 | 3 | -2 | -5 | -2.4 | 2 | 4 | 3 | -2 | 97
> O=C(COC(=O)C12CC3CC(CC(O)(C3)C1)C2)NCCc1ccc(Cl)cc1
→ -1 | -1 | -1 | -10 | 0.1 | 0 | -5 | -5 | -5 | 97
> CCOC(=O)C1CCN(S(=O)(=O)c2ccccc2)CC1
→ 2 | -2 | -8 | 3 | 0.6 | 3 | -4 | -1 | 2 | 99
> CC1(c2ccccc2Cl)NC(=O)N(CC(=O)N2CCN(S(=O)(=O)c3ccccc3)CC2)C1=O (configuration not stated)
→ -8 | 2 | 4 | 5 | 1.9 | -2 | -5 | 3 | -1 | 97
> O=C(O)CC(NC(=O)Cc1ccccc1)c1ccccc1 (configuration not stated)
→ -8 | -1 | -1 | -1 | -0.8 | -1 | -3 | 5 | -7 | 94
> COCCNC(=O)c1c(CSc2ccc(Cl)cc2)noc1C(=O)NCc1ccccc1
→ -8 | -7 | 0 | -5 | -1.4 | 4 | -6 | 9 | -4 | 99
> Cc1ccc(NS(=O)(=O)c2cc(C(=O)N3CCOCC3)ccc2C)cc1C
→ 0 | -1 | -14 | 2 | -2.0 | 1 | -2 | 7 | -1 | 87
> Cc1ccc(Cc2cnc(NC(=O)c3ccco3)s2)cc1
→ 5 | -4 | 9 | -11 | 2.4 | -15 | / | 3 | 0 | 99
> NC(=O)N1CCN(C(=O)c2ccco2)CC1
→ 3 | 5 | -1 | -7 | 3.1 | 0 | -3 | -3 | 4 | 93
> Cc1ccc(N/C=C/C(=O)c2ccccc2)cc1C
→ -2 | -1 | -17 | -19 | -0.5 | -14 | -4 | -9 | 3 | 99
> COc1ccc(CC(=O)N(C)Cc2ccc(C(C)(C)C)cc2)cc1S(=O)(=O)N1CCOCC1
→ 0 | 0 | -7 | -3 | -2.3 | -3 | -4 | 6 | 3 | 100
> COc1ccc(OC2CCN(S(=O)(=O)c3cccc(F)c3)CC2)cc1
→ -6 | 4 | -9 | -10 | -0.5 | -4 | -4 | 7 | 12 | 95
> COCCN1C(=O)/C(=C2/C(=O)N(CC(=O)Nc3ccccc3Cl)c3ccccc32)SC1=S
→ -6 | 4 | 1 | 3 | -1.1 | 0 | -4 | -4 | -2 | 101
> Cc1cc(C)c2c(CN3CCN(CCO)CC3)cc(=O)oc2c1
→ -10 | -6 | 5 | 7 | 0.5 | 2 | -5 | 9 | 0 | 101
> COc1ccc(S(=O)(=O)Nc2nncs2)cc1
→ 5 | 7 | 0 | 1 | -0.2 | 1 | -3 | 6 | 4 | 82
> Cc1cc(C)n(CC(=O)NC2CCCN(Cc3ccc(Cl)cc3)C2)n1 (configuration not stated)
→ 3 | 2 | 2 | 0 | 2.2 | -2 | -5 | 20 | -7 | 95
> O=C(CSc1nnc(-c2ccccc2F)o1)Nc1ccc(N2CCOCC2)cc1
→ -2 | 6 | -8 | 1 | 0.5 | 3 | -8 | 8 | -4 | 95
> COc1ccccc1OC1OC2COC(c3ccco3)OC2C(O)C1NC(C)=O (configuration not stated)
→ 3 | 8 | 2 | 5 | -0.9 | 2 | -3 | 16 | -3 | 92
> CCc1ccc2nc(SCC(=O)N3CCCCC3)c(C#N)cc2c1
→ 0 | -4 | 1 | -13 | -2.6 | -2 | / | 2 | -3 | 92
> CCOC(=O)c1ccc(Nc2c(OCC)c(=O)c2=O)cc1
→ -4 | 3 | 2 | 7 | -1.9 | 1 | -17 | 4 | -6 | 97
> c1ccc(-n2nnnc2-n2ccnc2)cc1
→ -7 | 1 | 3 | 12 | -1.5 | 3 | -5 | 4 | 3 | 98
> CCOC(=O)N1CCN(C(=O)CCc2nc3sc4c(c3c(=O)[nH]2)CCCC4)CC1
→ 14 | 3 | 0 | 1 | 4.0 | 1 | 12 | 7 | 4 | 95
> CCN1CCN(c2nc3sc4c(c3c3ncnn23)CC(C)CC4)CC1 (configuration not stated)
→ 2 | -11 | 7 | 4 | -1.9 | 0 | / | 2 | 2 | 98
> COc1ccc(CCNC(=O)C(=O)NCCC2CCCCN2S(=O)(=O)c2ccccc2)cc1 (configuration not stated)
→ -16 | -3 | -8 | 1 | 1.5 | -4 | -4 | 26 | -2 | 94
> Cc1ccc(-c2nc3ccccn3c2Nc2ccccc2)o1
→ 4 | -4 | 0 | 2 | 2.5 | -2 | -4 | 0 | 2 | 99
> CCN(CC)S(=O)(=O)c1ccc(N2CCCC2)c(NC(=O)c2ccc(OC)cc2OC)c1
→ -4 | -4 | -2 | 1 | -1.0 | 7 | -3 | 6 | 72* | 87
> O=C(NC(Cc1c[nH]c2ccccc12)C(=O)N/N=C/c1cccc2ccccc12)c1cccs1 (configuration not stated)
→ 4 | 3 | -24 | -11 | -1.6 | 1 | -4 | 5 | 1 | 90

Seven of these compounds in a different format:
| Molecule | ABHD5 PLIN5 PPI | m5-HT2A agonist | PDI turbidity | Cardio protect | MC4R ag barr | Glyco luc inh | CaV13 FRET inh | MC4R antagonist | Granule exo inh | ABCB6 inh MLPCN |
| --- | --- | --- | --- | --- | --- | --- | --- | --- | --- | --- |
| COCCN1C(=O)/C(=C2/C(=O)N(CC(=O)Nc3ccccc3Cl)c3ccccc32)SC1=S | -6 | 4 | 1 | 3 | -1.1 | 0 | -4 | -4 | -2 | 101 |
| Cc1cc(C)c2c(CN3CCN(CCO)CC3)cc(=O)oc2c1 | -10 | -6 | 5 | 7 | 0.5 | 2 | -5 | 9 | 0 | 101 |
| COc1ccc(S(=O)(=O)Nc2nncs2)cc1 | 5 | 7 | 0 | 1 | -0.2 | 1 | -3 | 6 | 4 | 82 |
| Cc1cc(C)n(CC(=O)NC2CCCN(Cc3ccc(Cl)cc3)C2)n1 (configuration not stated) | 3 | 2 | 2 | 0 | 2.2 | -2 | -5 | 20 | -7 | 95 |
| O=C(CSc1nnc(-c2ccccc2F)o1)Nc1ccc(N2CCOCC2)cc1 | -2 | 6 | -8 | 1 | 0.5 | 3 | -8 | 8 | -4 | 95 |
| COc1ccccc1OC1OC2COC(c3ccco3)OC2C(O)C1NC(C)=O (configuration not stated) | 3 | 8 | 2 | 5 | -0.9 | 2 | -3 | 16 | -3 | 92 |
| CCc1ccc2nc(SCC(=O)N3CCCCC3)c(C#N)cc2c1 | 0 | -4 | 1 | -13 | -2.6 | -2 | / | 2 | -3 | 92 |

Assay outcomes (PubChem BioAssay)
